Screening data as filed in PubChem.
SRC3 inh = human NCOA3 inhibition | inhibition, % at 3.6 µM | AID 588352 | 360,000 tested, 0.17% active | HEK293 GAL4-SRC3 luciferase reporter, luminescence;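 active = inhibition above a per-campaign cutoff, the mean of all compounds plus 3 SD, cut at about 60% in these data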;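 note: 0% = DMSO-treated cells and 100% = gossypol-treated cells at 36 µM; higher means less SRC3-driven luciferase light from the GAL4 reporter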
TLR9-MyD88 block = inhibitors of human TLR9-MyD88 binding; inhibition, % at 4.98 µM; 340,000 tested, 0.21% active; Q9NR96+Q99836; CHO BLA complementation TLR9-MyD88, CCF4 FRET ratio;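 active = inhibition above the mean over all tested compounds plus 3 SD, cut at about 21% in these data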;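 note: 0% = DMSO only wells and 100% = clavulanate BLA inhibitor control wells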
NOD2 RIPK2 PPI = NOD2-RIPK2 protein interaction inhibition; O43353; CHO BLA complementation NOD2-RIPK2, CCF4 ratio; inhibition, % at 4.98 µM; 360,000 tested, 0.38% active; in the data active = inhibition above about 21%;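 note: 0% = vehicle only and 100% = reference blocker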
Target sequence (O43353 whole entry, looked up): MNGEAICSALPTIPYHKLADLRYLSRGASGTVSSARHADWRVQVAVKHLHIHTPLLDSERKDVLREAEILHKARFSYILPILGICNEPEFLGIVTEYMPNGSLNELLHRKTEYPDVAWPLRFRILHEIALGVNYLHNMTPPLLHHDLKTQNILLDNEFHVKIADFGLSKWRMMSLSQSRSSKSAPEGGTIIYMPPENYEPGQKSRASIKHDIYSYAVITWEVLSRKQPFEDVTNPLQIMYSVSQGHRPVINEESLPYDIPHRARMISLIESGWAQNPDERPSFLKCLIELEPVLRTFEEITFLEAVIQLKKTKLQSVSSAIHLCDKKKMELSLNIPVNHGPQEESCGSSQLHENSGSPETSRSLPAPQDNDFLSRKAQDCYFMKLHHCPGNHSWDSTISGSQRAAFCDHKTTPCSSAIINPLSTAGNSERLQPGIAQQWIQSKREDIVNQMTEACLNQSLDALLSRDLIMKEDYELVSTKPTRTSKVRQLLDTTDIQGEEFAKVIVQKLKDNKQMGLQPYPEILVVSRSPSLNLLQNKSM
SRC1 inh = inhibits human SRC1 coactivator. Q15788. HEK293 GAL4-SRC1 luciferase reporter, luminescence. inhibition, % at 3.6 µM. 360,000 tested, 0.12% active. AID 588354;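 active = inhibition above the campaign mean plus 3 SD, with each screening campaign given its own cutoff, cut at about 60% in these data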;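 note: 0% = DMSO treated cells and 100% = gossypol at 36 µM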
TROY signal inh = blocks TROY-dependent signaling in reporter cells; 360,000 tested, 0.98% active; inhibition, % at 10 µM; Q293 LMP1-TROYcd NF-kB luciferase reporter, 4 h; AID 1347056;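 active = compounds whose plate-normalised and pattern-corrected inhibition of the luciferase reporter signal at the single screening dose is 50% or more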
Vif imaging = HIV Vif inhibition; HEK293T cells, Vif self-association by quenched fluorescence, imaging, 24 h; inhibition, % at 7.49 µM; 340,000 tested, 0.35% active; AID 602346; in the data active = inhibition above about 50%, passing the limit was not always enough; inconclusive = no clear call, values can overlap the other calls; inactive = below about 31%; note: some results filed as inactive read as strong as hits
LRH-1 inv ag = inverse agonists of human LRH-1 (NR5A2) | AID 602396 | 360,000 tested, 0.13% active | inhibition, % at 3.6 µM | O00482 | HEK293T StAR-luciferase reporter, LRH-1 transfected, 24 h;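 active = inhibition above the mean inhibition of all tested compounds plus 3 SD, cut at about 73% in these data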;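 note: 0% = DMSO wells and 100% = reporter-only cells lacking LRH-1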
EBV LMP1 NFkB = inhibitors of Epstein-Barr LMP1-induced NF-kappaB reporter | LMP1-induced NF-kappaB luciferase reporter cells, luminescence | inhibition, % at 12.5 µM | 350,000 tested, 0.69% active; in the data active = inhibition above about 41%; inconclusive = no clear call, values can overlap the other calls;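 note: 0% = neutral control wells and 100% = reference inhibitor control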
C8 TRAIL sens = sensitizes caspase-8 expressing cells to TRAIL; NB7+C8 cells + TRAIL, ATPlite viability luminescence; AID 624354; 360,000 tested, 1% active; inhibition (viability loss, TRAIL sensitization), % at 10 µM;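 active = compounds causing at least 50% loss of cell viability in the single-dose screen, relative to plate controls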
COUP-TFII inh = NR2F2 (human) inhibition, primary screen; P24468; HEK293T NGFI-A luciferase reporter, luminescence; inhibition, % at 8.6 µM; 370,000 tested, 0.7% active; AID 686940;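 active = inhibition above a per-plate cutoff, mean inhibition of test wells between control levels plus 3 SD, cut at about 38% in these data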;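 note: cells cotransfected with COUP-TFII expression vector driving the NGFI-A reporter; 0% = median of COUP-TF2 test wells and 100% = reporter-only cells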
Target sequence (P24468 whole entry, looked up): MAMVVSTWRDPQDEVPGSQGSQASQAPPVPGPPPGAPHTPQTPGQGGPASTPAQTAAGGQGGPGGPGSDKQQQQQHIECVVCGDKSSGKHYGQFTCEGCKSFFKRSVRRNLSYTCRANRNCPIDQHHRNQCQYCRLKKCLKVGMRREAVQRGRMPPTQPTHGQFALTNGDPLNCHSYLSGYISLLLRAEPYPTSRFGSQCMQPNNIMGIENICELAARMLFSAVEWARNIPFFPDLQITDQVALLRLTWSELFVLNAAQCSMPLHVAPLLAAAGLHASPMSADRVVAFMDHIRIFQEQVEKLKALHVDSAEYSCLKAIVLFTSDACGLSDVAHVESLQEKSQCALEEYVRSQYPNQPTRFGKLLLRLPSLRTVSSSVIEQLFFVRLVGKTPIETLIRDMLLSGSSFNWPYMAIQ
NCOA2 inhibitor = human SRC2 (NCOA2) inhibition. HEK293 GAL4-SRC2 luciferase reporter, luminescence. inhibition, % at 9 µM. 370,000 tested, 0.17% active;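 active = inhibition above the mean inhibition of all tested compounds plus 3 SD, set per campaign, cut at about 52% in these data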;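 note: 0% = DMSO treated cells and 100% = cells given Gossypol at 36 µM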
* = called active by the depositor; ? = inconclusive; . = not tested or not shown; & = joins results of further samples.

SMILES | SRC3 inh | TLR9-MyD88 block | NOD2 RIPK2 PPI | SRC1 inh | TROY signal inh | Vif imaging | LRH-1 inv ag | EBV LMP1 NFkB | C8 TRAIL sens | COUP-TFII inh | NCOA2 inhibitor
COc1ccccc1Nc1nc(N)nc(CSC(=S)N2CCOCC2)n1 | 3 | 14 | -4 | -21 | -36 | -2 | -16 | -9 | 5 | -34 | -7
CCN1CCN(c2cc(C)c3cc(NC(=S)N4CCN(c5ccc(F)cc5)CC4)ccc3n2)CC1 | 18 | 2 | -2 | -4 | 26 | 8 | 3 | -9 | 10 | 5 | -25
O=C(OC(C(=O)NCc1ccco1)c1ccc(Cl)cc1)c1cccs1 (stereo not drawn) | 6 | -1 | 0 | -22 | -7 | -1 | 2 | 2 | 13 | 1 | -20
COc1cccc(CNC(=O)CN(C)S(=O)(=O)c2ccc3c(c2)n(C)c(=O)c(=O)n3C)c1 | -2 | 4 | 9 | 1 | 2 | 1 | 9 | 3 | -13 | 3 | -6
O=C(CCC(=O)N(Cc1ccco1)C(C(=O)NC1CCCC1)c1ccncc1)Nc1cccnc1 (stereo not drawn) | 8 | -18 | 3 | -3 | -3 | 11 | 1 | 6 | 15 | 4 | -9
O=C1NN=COc2ccccc21 | -1 | 1 | -7 | 5 | 12 | 11 | 3 | 2 | 0 | -18 | -28
CC1(C(=O)Nc2ccc3c(c2)OCCO3)CCN1C(=O)c1ccco1 (stereo not drawn) | -13 | . | -4 | -16 | 3 | -2 | -7 | . | -5 | -4 | -15
COc1ccc(OC)c(NC(=O)CCN2C(=O)c3cccc([N+](=O)[O-])c3C2=O)c1 | -14 | -5 | -5 | -17 | 4 | 2 | 5 | -6 | 8 | -28 | -8
CCOc1ccc(CN2CCN(CC(O)Cn3c4ccccc4c4ccccc43)CC2)cc1 (stereo not drawn) | 14 | 1 | 4 | -5 | 9 | -1 | 10 | 1 | -6 | 1 | -3
CC(C)CCOc1ccc(C(=O)N2CCCC2C(=O)O)cc1 (stereo not drawn) | 14 | -9 | -2 | 10 | -3 | 3 | -2 | 0 | 7 | 3 | 9
COc1ccc(OC)c2[nH]c(=O)c(CCNC(=O)c3ccc4c(c3)OCO4)cc12 | 9 | 2 | -5 | 8 | -6 | -5 | 9 | 5 | 2 | -3 | 4
Cc1cc(-c2onc(C)c2C(=O)N/N=C/c2ccccc2)no1 | 11 | -4 | 4 | -10 | -8 | -1 | 10 | -15 | -3 | -2 | -17
Cc1ccc(Cn2c(SCC(C)C)nc3c2c(=O)[nH]c(=O)n3C)cc1 | 9 | -4 | -7 | -44 | -20 | 6 | -23 | -2 | 19 | 16 | 15
CN1C(=S)SC(/[N+]([O-])=C/c2cccnc2)C1(C)C (stereo not drawn) | 6 | -5 | -2 | 4 | 7 | 24 | 9 | 1 | -1 | 9 | -2
COc1ccccc1-n1cnnc1SCC(=O)NC1CCCCC1 | 5 | -7 | -2 | 0 | -7 | 11 | -5 | 1 | -11 | 10 | 14
CC(=O)c1ccc(N2CCN(C(=O)CN3C(=O)NC4(CCCCC4)C3=O)CC2)c(F)c1 | -3 | -5 | 2 | -6 | 6 | -2 | 0 | -2 | -4 | 5 | 4
Cc1cccc(OCCCC(=O)Nc2ccc(S(=O)(=O)N3CCCC3)cc2)c1 | 1 | -3 | -4 | -10 | 22 | -1 | 13 | 3 | -1 | -7 | 15
CC(C)CC(NC(=O)C(NC(=O)OC(C)(C)C)C(C)C)C(=O)NC(CCC(=O)OCc1ccccc1)C(N)=O (stereo not drawn) | -8 | 4 | -5 | 7 | 2 | 4&-2 | 8 | 2 | -17 | 7 | -12
O=C(Nc1ccccc1C(=O)N1CCCCCC1)c1ccc(Cl)cc1 | 11 | -1 | 0 | -10 | 1 | -1 | 1 | 0 | 2 | 8 | -12
Cc1cccc(C)c1NC(=O)CNC(=O)CNC(=O)c1ccc2ccccc2c1 | 8 | -1 | -13 | 1 | -11 | 0 | 3 | 2 | -13 | 11 | -16
C[C@H](NC(=O)c1ccccc1)C(=O)N1CCN(Cc2ccc3c(c2)OCO3)CC1 | -9 | -11 | -4 | 10 | 5 | 1 | 10 | 8 | -8 | 1 | 9
CC(=O)Nc1ccc2c(c1)Cc1ccc(Cl)cc1-2 | -44 | -3 | -9 | -20 | -38 | -3 | -32 | -26 | -5 | -9 | -26
CCN(CC)CCCN(Cc1cc2cc3c(cc2[nH]c1=O)OCO3)C(=S)NC | -4 | 6 | -3 | -15 | 9 | 8 | 11 | 0 | -8 | 6 | -39
Cc1cccc(NC(=O)C2CCN(C(=O)NCc3ccccc3)CC2)c1C | 4 | -2 | -9 | -3 | -9 | 3 | 7 | 6 | 21 | 0 | 2
Cc1ccc(Cl)cc1N1CCN(C(=O)C2CCN(S(=O)(=O)c3cccnc3)CC2)CC1 | -4 | -2 | -6 | 3 | 4 | -3 | -4 | 13 | 21 | 19 | 5

In the list so far, these have a halogen:
SMILES | SRC3 inh | TLR9-MyD88 block | NOD2 RIPK2 PPI | SRC1 inh | TROY signal inh | Vif imaging | LRH-1 inv ag | EBV LMP1 NFkB | C8 TRAIL sens | COUP-TFII inh | NCOA2 inhibitor
CCN1CCN(c2cc(C)c3cc(NC(=S)N4CCN(c5ccc(F)cc5)CC4)ccc3n2)CC1 | 18 | 2 | -2 | -4 | 26 | 8 | 3 | -9 | 10 | 5 | -25
O=C(OC(C(=O)NCc1ccco1)c1ccc(Cl)cc1)c1cccs1 (stereo not drawn) | 6 | -1 | 0 | -22 | -7 | -1 | 2 | 2 | 13 | 1 | -20
CC(=O)c1ccc(N2CCN(C(=O)CN3C(=O)NC4(CCCCC4)C3=O)CC2)c(F)c1 | -3 | -5 | 2 | -6 | 6 | -2 | 0 | -2 | -4 | 5 | 4
O=C(Nc1ccccc1C(=O)N1CCCCCC1)c1ccc(Cl)cc1 | 11 | -1 | 0 | -10 | 1 | -1 | 1 | 0 | 2 | 8 | -12
CC(=O)Nc1ccc2c(c1)Cc1ccc(Cl)cc1-2 | -44 | -3 | -9 | -20 | -38 | -3 | -32 | -26 | -5 | -9 | -26
Cc1ccc(Cl)cc1N1CCN(C(=O)C2CCN(S(=O)(=O)c3cccnc3)CC2)CC1 | -4 | -2 | -6 | 3 | 4 | -3 | -4 | 13 | 21 | 19 | 5

At a glance, some entries already given.
SMILES | SRC3 inh | TLR9-MyD88 block | NOD2 RIPK2 PPI | SRC1 inh | TROY signal inh | Vif imaging | LRH-1 inv ag | EBV LMP1 NFkB | C8 TRAIL sens | COUP-TFII inh | NCOA2 inhibitor
COc1ccccc1Nc1nc(N)nc(CSC(=S)N2CCOCC2)n1 | 3 | 14 | -4 | -21 | -36 | -2 | -16 | -9 | 5 | -34 | -7
CCN1CCN(c2cc(C)c3cc(NC(=S)N4CCN(c5ccc(F)cc5)CC4)ccc3n2)CC1 | 18 | 2 | -2 | -4 | 26 | 8 | 3 | -9 | 10 | 5 | -25
O=C(OC(C(=O)NCc1ccco1)c1ccc(Cl)cc1)c1cccs1 (stereo not drawn) | 6 | -1 | 0 | -22 | -7 | -1 | 2 | 2 | 13 | 1 | -20

Carrying on.
SMILES | SRC3 inh | TLR9-MyD88 block | NOD2 RIPK2 PPI | SRC1 inh | TROY signal inh | Vif imaging | LRH-1 inv ag | EBV LMP1 NFkB | C8 TRAIL sens | COUP-TFII inh | NCOA2 inhibitor
Cc1cc(C)c(OCC(=O)OCC(=O)NCCC2=CCCCC2)c(C)c1 | -1 | 5 | -6 | -18 | -11 | -14 | 6 | -8 | -6 | 12 | 11
CCOC(=O)CN1C(=O)S/C(=C/c2ccc(OCc3ccc(C(=O)O)cc3)cc2)C1=O | 10 | 0 | -10 | 5 | -3 | 6 | -1 | -2 | -17 | 5 | -23
CCN1CN=C(NS(=O)(=O)c2ccc(C)cc2)NC1 | -29 | -5 | -3 | 12 | -18 | 15 | -10 | 9 | 4 | 3 | 1
O=C(O)C1C2C=CC(C2)C1C(=O)N1CCN(C/C=C/c2ccccc2)CC1 (stereo not drawn) | 1 | -2 | 3 | -16 | . | 6 | 5 | -12 | 10 | 1 | -13
CCN(Cc1ccncc1)C(=S)Nc1ccccc1C | -6 | 3 | 5 | -15 | 1 | 3 | 13 | 0 | -14 | -20 | -8
Cc1ccc(C)c(OCc2ccc(C(=O)Nc3ccc([N+](=O)[O-])cn3)o2)c1 | 29 | 5 | -9 | 15 | 26 | -5 | -4 | 8 | 20 | 28 | 34
CC(=O)Nc1cc2c(c([N+](=O)[O-])c1C)C(C)(C)CC2(C)C | 11 | 5 | 3 | 9 | 2 | 0 | -18 | -2 | -4 | -7 | 19
CC1(C)C(=O)Nc2ccccc2N1C(=O)COC(=O)Cc1ccc(Cl)c(Cl)c1 | 2 | -6 | 5 | -2 | 4 | ? | 2 | 21 | -13 | 4 | -11
Cc1c(NC(=O)c2cc3nc(-c4ccc(Br)cc4)cc(C(F)(F)F)n3n2)c(=O)n(-c2ccccc2)n1C | -7 | 0 | -10 | 13 | 6 | 8 | -9 | 9 | 3 | -1 | 9
CC(Cc1ccsc1)NC(=O)CCc1nnc(COc2ccccc2)o1 (stereo not drawn) | 16 | -4 | -2 | 5 | -33 | 12 | -8 | -4 | -2 | 21 | -9
CCN1C(=O)CCCc2ccccc21 | 5 | -7 | -1 | -13 | -7 | -6 | -9 | 2 | 0 | 13 | 5
O=C(CSc1ccc2nnc(-c3ccccc3)n2n1)NCc1ccc2c(c1)OCO2 | -9 | 3 | -8 | -2 | -5 | 15 | 3 | -4 | -10 | -10 | -13
CSc1ccc(Cn2c(C)c(C(=O)NCc3ccc(Cl)c(Cl)c3)sc2=O)cc1 | -1 | . | 11 | 5 | 25 | -5 | 31 | . | 4 | 34 | 0
CCN1CCN(C(=O)CN(c2ccc(F)cc2)S(=O)(=O)c2ccc(OC)c(OC)c2)CC1 | 12 | 1 | -1 | -8 | 10 | -1 | 1 | 8 | 1 | -8 | 6
CCCCc1nc(NCC2CCCO2)c(C#N)c2c1COC(C)(C)C2 (stereo not drawn) | 4 | 6 | 7 | -9 | -11 | -4 | 1 | -1 | -5 | 9 | -4

Not all compounds are listed; the hit share may differ from the screen's.
